Compound activity as filed in PubChem.
D2 potentiator – HTS Assay for Positive Allosteric Modulators of the Human D2 Dopamine Receptor: Primary Screen for Potentiators; potentiation, % at 10 µM; HEK293 T-REx D2, calcium flux, EC20 dopamine potentiation; 340,000 compounds, 0.34% hits;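 active = potentiation over 3 SD above the plate norm, cut at about 30% in these data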; also: 0% is about no effect
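Potentiation of an EC20 dopamine calcium response is measured in a force-coupled, tetracycline-inducible Hek293 Trex D2 line. Compound-only kinetic reads over 180 s flag agonists before dopamine addition.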
D1 antag – Antagonist of Human D 1 Dopamine Receptor: qHTS | AID 504652, 2011 | D(1A) dopamine receptor (Homo sapiens), P21728 | activity change, negative = inhibition, % at 10 µM | 360,000 compounds, 3.2% hits | HEK293 TREx D1 cells, calcium flux, dopamine EC80; hits give low values; in the data active = activity change below about -30%; also: % is scaled to controls: 0 for no effect and ±100 for the full control effect
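Antagonism measured as reduced calcium response to an EC80 dopamine addition following 180 s compound pre-read; cells were inducible HEK293 Trex D1 plated overnight at 30 C, read kinetically at 1 cycle/sec.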
D2 agonist – HTS Assay for Allosteric Agonists of the Human D2 Dopamine Receptor: Primary Screen for Agonists; 340,000 compounds, 0.53% hits; HEK293 T-REx D2 cells, calcium flux agonist mode; D(2) dopamine receptor (Homo sapiens), P14416; activation, % at 2 µM;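 active = activation over 3 SD above normal in the single-dose calcium agonist read, cut at about 30% in these data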; also: 0% is about no effect
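Calcium-flux readout, 1 cycle/sec over 180 s following compound pin transfer, in inducible HEK293 Trex D2 cells (force-coupled); dopamine controls included. Positive calcium responses during this window marked compounds as potential agonists.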
D1 agonist – Allosteric Agonists of the Human D1 Dopamine Receptor: qHTS. D(1A) dopamine receptor (Homo sapiens), P21728. HEK293 T-REx D1 cells, calcium flux, agonist mode. activation, % at 2 µM. 360,000 compounds, 1% hits; also: 0% is about no effect
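Inducible HEK293 T-REx D1 cells, force-coupled to calcium signalling, were plated at 4000 cells/well with tetracycline and held overnight at 30 C. After no-wash calcium dye loading, compound-evoked calcium rise over 180 s flagged agonists.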
D1 potentiator – Potentiators of Human D1 Dopamine Receptor: qHTS | potentiation, % at 10 µM | 360,000 compounds, 0.036% hits | HEK293 TREx D1 cells, calcium flux, dopamine EC20 potentiation | D(1A) dopamine receptor (Homo sapiens), P21728 | AID 504651, 2011; in the data active = potentiation above about 30%; also: 0% is about no effect
RXFP1 antagonist – qHTS Assay for Antagonists of the Relaxin Receptor RXFP1; Relaxin receptor 1 (Homo sapiens), Q9HBX9; HEK293-RXFP1, relaxin-stimulated cAMP HTRF, 30 min; hits give low values; activity change, negative = inhibition, % at 57.5 µM; 350,000 compounds, 0.59% hits;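 active = activity change of -60% or lower, but not beyond a set lower limit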; also: % is scaled to controls: 0 for no effect and ±100 for the full control effect
Target sequence (Q9HBX9 whole entry, looked up): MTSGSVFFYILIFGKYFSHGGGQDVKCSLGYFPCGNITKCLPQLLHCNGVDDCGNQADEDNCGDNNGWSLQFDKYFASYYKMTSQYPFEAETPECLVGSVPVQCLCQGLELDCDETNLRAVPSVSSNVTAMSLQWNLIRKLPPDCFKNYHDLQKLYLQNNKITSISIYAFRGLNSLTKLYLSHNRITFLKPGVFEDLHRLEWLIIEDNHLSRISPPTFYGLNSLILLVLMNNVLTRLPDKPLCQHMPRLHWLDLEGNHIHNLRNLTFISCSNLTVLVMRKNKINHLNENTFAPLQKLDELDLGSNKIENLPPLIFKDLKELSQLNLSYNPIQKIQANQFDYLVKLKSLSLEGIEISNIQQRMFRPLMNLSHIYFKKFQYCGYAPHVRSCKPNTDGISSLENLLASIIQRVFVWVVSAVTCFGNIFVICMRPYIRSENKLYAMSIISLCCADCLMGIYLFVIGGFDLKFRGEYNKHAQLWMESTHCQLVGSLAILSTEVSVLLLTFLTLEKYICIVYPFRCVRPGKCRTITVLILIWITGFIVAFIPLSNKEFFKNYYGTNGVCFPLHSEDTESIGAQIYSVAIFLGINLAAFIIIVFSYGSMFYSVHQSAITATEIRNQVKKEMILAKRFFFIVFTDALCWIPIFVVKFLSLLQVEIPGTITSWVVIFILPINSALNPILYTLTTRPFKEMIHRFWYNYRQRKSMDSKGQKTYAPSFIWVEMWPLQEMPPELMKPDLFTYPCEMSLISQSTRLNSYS
TRHR enhancer – qHTS for Small Molecule Agonists and Allosteric Enhancers of Human TRH Receptor: Primary Screen for Enhancers; enhancement, % at 2 µM; TRHR cells, fluo-8 calcium fluorescence, EC20 TRH enhancement; Thyrotropin-releasing hormone receptor (Homo sapiens), P34981; 360,000 compounds, 0.66% hits; in the data active = enhancement above about 30%; also: 0% is about no effect
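Enhancer read-out: after compound pinning and an initial kinetic agonist-mode read, an EC20 of TRH (10 nM final) was injected and fluo-8 calcium signal (Ex 480/Em 530) followed at 1 s/cycle for 100 cycles in TRHR-expressing cells.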
D2 antagonist – HTS Assay for Allosteric Antagonists of the Human D2 Dopamine Receptor: Primary Screen for Antagonists; AID 485344, 2010; 340,000 compounds, 2% hits; inhibition, % at 10 µM; HEK293 TREx D2 cells, calcium flux, dopamine EC80; in the data active = inhibition above about 30%; also: 0% is about no effect
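Calcium flux kinetic readout in an inducible HEK293 TREx D2 line plated overnight at 30 C. After 180 s compound exposure, an EC80 dopamine challenge follows with another 180 s kinetic read to detect antagonism.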
TRHR agonist – qHTS for Small Molecule Agonists and Allosteric Enhancers of Human TRH Receptor: Primary Screen for Agonists. 360,000 compounds, 0.18% hits. activation, % at 2 µM. Thyrotropin-releasing hormone receptor (Homo sapiens), P34981. TRHR cells, calcium flux fluo-8, FDSS agonist mode. AID 493084, 2011; also: 0% is about no effect
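Read-out: compound-evoked intracellular calcium rise in TRHR cells, fluo-8 dye, kinetic FDSS fluorescence at 1 s/cycle following a 10-cycle baseline. Cells cultured overnight before dye loading (30 min–1.5 h, RT).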
Numbers without * were called inactive; . = no result given. Rule as the data show it, unless noted: active = activation above about 30%; inactive = the rest.

SMILES	D2 potentiator	D1 antag	D2 agonist	D1 agonist	D1 potentiator	RXFP1 antagonist	TRHR enhancer	D2 antagonist	TRHR agonist
CN(C)/C=C1/C(=O)Nc2ccccc21	-2	-4	1.3	2	4	-8	-4	-5	0.0
O=C1NC(=Nc2ccccc2)CS1	0	-29	0.4	1	-4	-2	5	-3	-1.0
O=C(c1ccco1)N1CCN(C(=S)NCc2ccc(F)cc2)CC1	9	-18	0.4	2	5	-6	-4	-1	0.1
Cc1ccc(-c2noc(=O)n2CC(=O)c2ccc(Cl)cc2)cc1	4	-2	-0.5	5	3	-19	-6	9	0.0
CCc1nn(C(CC)C(=O)NCc2ccc(F)cc2)c(=O)c2cc3occc3n12 (stereo not drawn)	13	-16	0.9	-1	-2	.	-4	.	-2.2
Clc1cccc(N2CCN(Cc3nnc(-c4ccccc4)o3)CC2)c1	-4	-16	0.1	4	-3	2	3	-8	-0.2
CC(=O)c1cccc(NC(=O)c2cc(S(=O)(=O)N3CCOCC3)cs2)c1	3	-17	0.5	2	1	0	-4	-18	0.3
COc1cc(NC(=O)CCC2CCCC2)cc(-n2cnnn2)c1	-27	-6	-0.2	2	-7	2	-3	28	-0.3
CCN1CCOC(=O)C1CC(=O)Nc1ccccc1C(F)(F)F (stereo not drawn)	3	3	-0.1	4	-4	.	2	.	-3.1
CCOC(=O)c1nc(N)sc1C(=O)OCC	-5	-5	0.4	3	1	-7	6	-6	0.6
Cc1nn(CC#N)c(=O)n1-c1ccccc1F	16	-18	0.1	1	5	15	2	-1	0.1
COCCn1c(C)cc(C(=O)COc2ccc(N(C)S(=O)(=O)c3ccc(C)cc3)cc2)c1C	-1	-7	0.2	3	0	-6	6	-49	0.0
CCCNC(=O)Cc1c(C)n(C(=O)c2ccc(Cl)cc2)c2ccc(OC)cc12	-17	-5	-0.1	5	2	2	-17	-7	2.0
CC1CCCN(C(=O)N2c3ccccc3Sc3ccccc32)C1 (stereo not drawn)	-4	-3	1.8	1	-4	-1	-7	-8	-0.2
COC(=O)c1c(SC)nc2ccccc2c1OCc1ccc(C)cc1C	8	5	.	14	-2	.	-2	.	1.3

Exported as labelled records: four of the compounds above
Cc1nn(CC#N)c(=O)n1-c1ccccc1F
  D2 potentiator: 16
  D1 antag: -18
  D2 agonist: 0.1
  D1 agonist: 1
  D1 potentiator: 5
  RXFP1 antagonist: 15
  TRHR enhancer: 2
  D2 antagonist: -1
  TRHR agonist: 0.1

COCCn1c(C)cc(C(=O)COc2ccc(N(C)S(=O)(=O)c3ccc(C)cc3)cc2)c1C
  D2 potentiator: -1
  D1 antag: -7
  D2 agonist: 0.2
  D1 agonist: 3
  D1 potentiator: 0
  RXFP1 antagonist: -6
  TRHR enhancer: 6
  D2 antagonist: -49
  TRHR agonist: 0.0

CCCNC(=O)Cc1c(C)n(C(=O)c2ccc(Cl)cc2)c2ccc(OC)cc12
  D2 potentiator: -17
  D1 antag: -5
  D2 agonist: -0.1
  D1 agonist: 5
  D1 potentiator: 2
  RXFP1 antagonist: 2
  TRHR enhancer: -17
  D2 antagonist: -7
  TRHR agonist: 2.0

CC1CCCN(C(=O)N2c3ccccc3Sc3ccccc32)C1 (stereo not drawn)
  D2 potentiator: -4
  D1 antag: -3
  D2 agonist: 1.8
  D1 agonist: 1
  D1 potentiator: -4
  RXFP1 antagonist: -1
  TRHR enhancer: -7
  D2 antagonist: -8
  TRHR agonist: -0.2

Further compounds.
SMILES	D2 potentiator	D1 antag	D2 agonist	D1 agonist	D1 potentiator	RXFP1 antagonist	TRHR enhancer	D2 antagonist	TRHR agonist
CCCn1nnc(NC(=S)NC(=O)CC)n1	-1	-10	-0.5	2	-7	-4	0	-9	0.2
Cc1ccc(CNC(=O)c2ccc(N3CCC4(CC3)CC(c3cccc(Br)c3)=NO4)c([N+](=O)[O-])c2)cc1	9	10	-0.3	2	10	.	-1	-8	-0.5
COc1ccc(Cl)cc1NS(=O)(=O)c1cccc(C(=O)NCCCN2CCCC2=O)c1	-3	5	0.1	3	21	-24	4	-7	-0.6
CCOC(=O)N1CCN(C(=O)/C=C/c2ccc3c(c2)OCO3)CC1	3	0	-1.3	1	0	-12	1	-1	0.1
CC(CCc1ccccc1)C(=O)NO (stereo not drawn)	-2	5	0.2	0	-2	3	-5	12	0.3
COC(=O)Cc1cc(=O)oc2cc(OC)ccc12	6	6	-0.3	0	-1	-1	15	21	-0.3
O=C(Nc1ccc2c(c1)CCC2)c1cc(S(=O)(=O)Nc2ccc(F)cc2)c(Cl)cc1Cl	-3	-18	1.1	2	4	.	9	8	-0.4
O=C(CSc1nnc2scc(-c3ccc(Cl)cc3)n12)NCc1ccco1	-7	-8	0.5	0	-2	-3	-2	-1	-0.3
Cc1nc2nc(SCc3ccccc3)[nH]n2c(=O)c1C	-2	-11	-1.7	1	-6	-2	-1	16	-0.7
Cc1nc(N2CCOCC2)nc(Oc2ccccc2F)c1[N+](=O)[O-]	4	7	-2.5	9	-2	-17	3	10	-0.5
COc1cc(NC(=O)N2CCNC2=O)cc(C(=O)Nc2cccc(C(F)(F)F)c2)c1	-7	1	-0.2	1	-3	.	0	-16	0.0
CCOc1ccc(/C=C2\SC(=S)N(CC(=O)NCCCN3CCOCC3)C2=O)cc1	-4	-6	-0.3	2	-8	-23	-6	-5	0.0
COc1ccc(CNc2nc(-c3cccnc3)nn2S(C)(=O)=O)cc1	.	-31*	.	4	-2	7	-6	.	-0.6
O=C(Cn1c(=O)nc(-c2ccccc2)c2cc(Cl)ccc21)NCCc1ccc(Cl)cc1	0	5	0.4	1	1	.	2	.	0.6
N#Cc1c(-c2ccccc2)cc(-c2ccccc2)nc1SCC(O)CS(=O)(=O)Cc1ccccc1 (stereo not drawn)	0	4	.	4	-2	.	8	.	1.2

4 of these compounds in a different format.
O=C(CSc1nnc2scc(-c3ccc(Cl)cc3)n12)NCc1ccco1
  D2 potentiator: -7 | D1 antag: -8 | D2 agonist: 0.5 | D1 agonist: 0 | D1 potentiator: -2 | RXFP1 antagonist: -3 | TRHR enhancer: -2 | D2 antagonist: -1 | TRHR agonist: -0.3
COc1cc(NC(=O)N2CCNC2=O)cc(C(=O)Nc2cccc(C(F)(F)F)c2)c1
  D2 potentiator: -7 | D1 antag: 1 | D2 agonist: -0.2 | D1 agonist: 1 | D1 potentiator: -3 | RXFP1 antagonist: . | TRHR enhancer: 0 | D2 antagonist: -16 | TRHR agonist: 0.0
O=C(Cn1c(=O)nc(-c2ccccc2)c2cc(Cl)ccc21)NCCc1ccc(Cl)cc1
  D2 potentiator: 0 | D1 antag: 5 | D2 agonist: 0.4 | D1 agonist: 1 | D1 potentiator: 1 | RXFP1 antagonist: . | TRHR enhancer: 2 | D2 antagonist: . | TRHR agonist: 0.6
COC(=O)Cc1cc(=O)oc2cc(OC)ccc12
  D2 potentiator: 6 | D1 antag: 6 | D2 agonist: -0.3 | D1 agonist: 0 | D1 potentiator: -1 | RXFP1 antagonist: -1 | TRHR enhancer: 15 | D2 antagonist: 21 | TRHR agonist: -0.3

(listing goes on)
SMILES	D2 potentiator	D1 antag	D2 agonist	D1 agonist	D1 potentiator	RXFP1 antagonist	TRHR enhancer	D2 antagonist	TRHR agonist
CCOC(=O)c1oc2ccccc2c1CN1CCOCC1	7	2	0.2	3	-4	5	-7	-5	-1.2
Nc1ccccc1S(=O)(=O)C(F)F	2	-5	0.2	1	0	-3	-1	7	-0.7
CCN(CC)CCNC(=O)c1ccc2nc(CCc3ccccc3)oc2c1	2	-7	1.8	16	0	.	10	.	1.1
CCCC(=O)N=C1SC2CS(=O)(=O)CC2N1c1ccc(CC)cc1 (stereo not drawn)	-5	65	0.7	-1	4	-5	3	-20	-0.5
CCc1ccc(S(=O)(=O)c2cn(CC(=O)Nc3ccc(F)c(Cl)c3)c3ccccc3c2=O)cc1	-17	6	.	3	-2	.	-12	.	1.4
Nc1cc(=O)[nH]c(SCc2cccc(Cl)c2)n1	-4	-8	0.1	3	-1	1	-10	7	-0.4
O=C(Nc1cccc(S(=O)(=O)N2CCCC2)c1)c1cc(S(=O)(=O)N2CCOCC2)ccc1F	-8	4	0.2	0	-9	-5	13	-7	-0.2
O=C(Nc1nnc(-c2ccco2)o1)C1CC1	18	-11	1.4	-1	-1	4	-1	-7	-0.4
O=S(=O)(Cc1ccccc1)N1CCN(Cc2ccccc2)CC1	7	4	0.5	-3	-6	6	-2	-9	0.1
NNC(=S)Nc1c(Br)cc(F)cc1Br	5	-6	-0.8	2	-3	-4	-7	1	0.4
O=C(O)CCC(=O)Nc1nc(-c2ccccc2)cs1	2	2	-0.4	3	-5	7	7	-9	0.8
CCCCn1cc(S(=O)(=O)c2ccc(Cl)cc2)c(=O)c2cc(F)c(N3CCCC(C)C3)cc21 (stereo not drawn)	0	5	0.2	7	1	-20	-17	.	-0.7
CN(C)S(=O)(=O)N1CCC(Oc2ccc(C(=O)NC3CCCCC3)cc2)CC1	8	-17	1.8	4	-5	-4	12	-7	-0.6
CSCCC(NS(=O)(=O)c1ccc(C)cc1)C(=O)NNC(=O)c1csc(N2CCOCC2)n1 (stereo not drawn)	-6	-22	-0.2	3	-2	-4	7	-6	0.5
COc1ccc(N(C(=O)Cn2cnc3ccccc32)C(C(=O)NC2CCCCC2)c2ccccc2)cc1 (stereo not drawn)	-1	6	0.0	10	-3	-24	1	1	-0.6
CCc1nc2nc(C)cc(Nc3cc(Cl)ccc3OC)n2n1	.	4	-0.2	-1	-1	-3	5	.	-1.2
CCc1ccc(S(=O)(=O)c2nnn3c2nc(NCc2ccccc2)c2cc(Cl)ccc23)cc1	-3	-28	0.0	8	-2	-15	0	.	0.4
Cc1ccccc1C(=O)Nc1ccc2c(c1)OCO2	0	-4	-0.5	2	-4	-9	-10	4	0.8
CCCCn1c(=O)n(CC2CCC(C(=O)NCCCOC)CC2)c(=O)c2sccc21 (stereo not drawn)	-5	-10	0.4	2	-6	-10	13	.	0.3
COc1ccc(CCNC(=O)NCc2noc3ccccc23)c(OC)c1	1	-5	-0.4	0	-2	-7	4	.	0.0
Cc1cccc(NC(=O)Nc2cnccn2)c1C	2	-2	-0.9	7	-1	-4	-3	-1	-0.8
O=C(O)c1nc2nc(Cl)c(Cl)nc2[nH]1	24	1	0.7	2	2	9	-7	-18	0.9
CCOC(=O)c1cc(CC)sc1NC(=O)CN1C(=O)C(=O)N(CC(C)C)C1=O	4	14	-0.3	7	3	-10	-3	-12	0.4
CCN(CC)CC#CCC(O)(c1ccccc1)C1CCCCC1 (stereo not drawn)	-2	-16	0.0	2	-4	-16	3	9	0.1
C/C(=N\NC(=O)c1ccoc1C)c1ccc(Br)s1	5	-5	0.3	1	-1	-5	13	12	-1.5
